Screens as filed in PubChem BioAssay.
Abeta rescue – compounds reversing amyloid beta toxicity in yeast; yeast expressing A-beta42, growth rescue, OD600, 48 h; response scale: 0% DMSO, 100% iron-clioquinol control; Potency, µM (titrated, usually from 46.1 µM), inactives show at the top dose growth rescue, usual class: activators; 410,000 tested, 0.063% active; further: potency means the concentration at half of the fitted maximal effect; nearly all actives have a fitted effect of over 55% in size
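Growth rescue measured by 600 nm absorbance after 48 h yeast culture at 30 C with compound. Values normalized between DMSO and an equimolar ferric chloride plus clioquinol control.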
aSyn yeast inh – inhibitors of alpha-synuclein toxicity in yeast; Potency, µM (top dose mostly 46.1 µM), inactives show at the highest dose growth rescue (activation), hits mostly activators; 370,000 tested, 0.14% active; Yeast expressing alpha-synuclein, growth rescue, BacTiter-Glo, 24 h; further: potency means the concentration at half of the fitted maximal effect; % of control where 0% means no effect; nearly all actives have a fitted effect of over 65% in size
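Readout is rescue of growth in alpha-synuclein-expressing yeast, so inhibitors of toxicity appear as activators. Growth after 24 hr at 30 deg C in galactose medium is quantified by luminescence.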
D3 antag – D3 dopamine receptor (human) antagonism. 360,000 tested, 2.5% active. AID 652054. max response, negative = inhibition, %. D3R cells, DiscoveRx beta-arrestin luminescence, antagonist mode; hits give low values. P35462; in the data active means max response below about -50%; inconclusive means no clear call, values can overlap the other calls; further: on the % scale 0 is the no-effect control and ±100 the full control effect; mostly tested at two doses, the higher about 12 µM
Target sequence (P35462 whole entry, looked up): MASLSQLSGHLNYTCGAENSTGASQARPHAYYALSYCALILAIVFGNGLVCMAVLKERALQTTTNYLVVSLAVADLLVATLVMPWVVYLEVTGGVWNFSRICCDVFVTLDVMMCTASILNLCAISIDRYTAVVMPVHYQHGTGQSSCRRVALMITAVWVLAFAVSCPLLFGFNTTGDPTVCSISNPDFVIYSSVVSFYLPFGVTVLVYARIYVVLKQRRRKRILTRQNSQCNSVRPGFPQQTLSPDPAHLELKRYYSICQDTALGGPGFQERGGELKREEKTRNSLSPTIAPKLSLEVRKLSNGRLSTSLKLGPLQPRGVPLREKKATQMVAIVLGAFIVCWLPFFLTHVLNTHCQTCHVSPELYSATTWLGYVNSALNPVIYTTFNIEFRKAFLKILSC
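Cells plated overnight at 1500 cells/well, then exposed to library compounds with dopamine controls for 90 minutes at 37 degrees C. DiscoveRx reagent added for 30–60 minutes at room temperature; luminescence read, quantitative HTS format.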
GLP1R inv ag – GLP-1 receptor (human) inverse agonism. AID 624417. P43220. 410,000 tested, 1.6% active. Potency, µM (doses to about 38.3 µM), for inactives: top-dose activity change, negative = inhibition, most hits filed as inhibitors. HEK293 GLP-1R CRE-luciferase, luminescence, 24 h; GLP-1R form is constitutively active; further: potency means the concentration at half of the fitted maximal effect; on the % scale 0 is the no-effect control and ±100 the full control effect; nearly all actives have a fitted effect of over 55% in size
Target sequence (P43220 whole entry, looked up): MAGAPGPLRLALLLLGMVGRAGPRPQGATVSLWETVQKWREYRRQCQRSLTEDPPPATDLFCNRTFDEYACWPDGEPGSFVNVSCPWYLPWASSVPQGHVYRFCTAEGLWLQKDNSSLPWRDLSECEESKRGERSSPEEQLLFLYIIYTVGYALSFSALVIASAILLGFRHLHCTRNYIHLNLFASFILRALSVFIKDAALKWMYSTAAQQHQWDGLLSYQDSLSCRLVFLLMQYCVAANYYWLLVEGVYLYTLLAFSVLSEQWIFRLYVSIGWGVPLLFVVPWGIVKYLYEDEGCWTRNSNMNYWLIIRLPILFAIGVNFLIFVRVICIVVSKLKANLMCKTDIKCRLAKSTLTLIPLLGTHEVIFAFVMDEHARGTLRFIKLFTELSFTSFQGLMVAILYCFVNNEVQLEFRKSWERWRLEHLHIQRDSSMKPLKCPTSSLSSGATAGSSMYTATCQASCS
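HEK293 cells stably co-expressing a cAMP-responsive luciferase reporter and constitutively active GLP-1R were seeded, incubated 12 h, then exposed to compounds for 24 h at 37 C. Luminescence was read 12 min after detection reagent; inverse agonists lower signal.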
TDP43 rescue – TDP-43 toxicity inhibition in yeast; TDP-43 expressing yeast growth rescue, BacTiter-Glo, 24 h; Potency, µM (top dose mostly 46.1 µM), inactives show at the top dose growth rescue (activation), most hits filed as activators; 410,000 tested, 1.8% active; further: potency means the concentration at half of the fitted maximal effect; % of control where 0% means no effect; nearly all actives have a fitted effect of over 50% in size
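Cell-based yeast growth screen: TDP-43 expression induced in galactose, inoculum OD600=0.02 after raffinose pregrowth to mid-log. Read-out BacTiter-Glo luminescence at 24 hr, 30 deg C; inhibition of toxicity seen as signal increase.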
GLP-1R agonist – GLP-1 receptor (human) agonism | 380,000 tested, 0.007% active | HEK293 GLP-1R CRE-luciferase, luminescence, 4-6 h; cells express a hypersensitive GLP-1R form | P43220 | Potency, µM (titrated, usually from 45.6 µM), for inactives: at the highest dose activation, hits mostly activators; further: potency means the concentration at half of the fitted maximal effect; % of control where 0% means no effect
FUS yeast rescue – suppressors of FUS proteinopathy in yeast; S. cerevisiae FUS-expressing, growth rescue, OD600, 24 h; Potency, µM (titrated, usually from 76.6 µM), for the others: at the highest dose growth rescue (activation), most hits filed as activators; 390,000 tested, 0.24% active; AID 1347120;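 further: potency means the concentration at half of the fitted maximal effect; plate controls were DMSO vehicle for no effect and reference control for full effect; nearly all actives have a fitted effect of over 55% in size; some results filed as inactive show a strong effect at the top dose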
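Compound concentration series was pinned onto galactose-induced FUS-expressing yeast seeded at OD 0.005. Plates sat 24hr at 30C; absorbance at 600 nm gave growth. DMSO served as background control.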
Akt phos inh – blocks phosphorylation of Akt; Neuro2A IGF-stimulated pAkt S473 HTRF, 20 min; hits give low values; activity change, % for hits at 50 µM; 360,000 tested, 0.32% active; AID 651550; in the data active means activity change below about -80%; inconclusive means mostly about -51% to -80%; further: on the % scale 0 is the no-effect control and ±100 the full control effect
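Neuro2A cells (4,500/well, DMEM with 0.5% FBS) were treated with compound at a single 50 µM final concentration, stimulated with 6 nM IGF for 20 min at 37 °C, and lysed. Phospho-Akt Ser473 was read by HTRF as 665/615 ratio ×10^4.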
PTHR1 agonist – PTHR1 (human) receptor agonism | HEK293 GP2 PTHR1 cells, GloSensor cAMP luminescence, 1 h | Potency, µM (highest dose often 115 µM), for the others: at the highest dose activation, most hits filed as activators | 410,000 tested, 0.075% active; further: potency means the concentration at half of the fitted maximal effect; nearly all actives have a fitted effect of over 55% in size; some results filed as inactive show a strong effect at the top dose; inactives centre near -15; many of its hits are not listed in these tables
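HEK-293-derived GP2 cells expressing PTHR1 and a GloSensor cAMP reporter, 3,000/well, plated overnight, given luciferin plus IBMX (each 0.5 mM as added) for 1 h at 37 °C, then compound for 1 h at 37 °C. Luminescence was read after 15 min at room temperature.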
* hit, by the source's call; i = inactive; ? = inconclusive; . = not tested or not shown; [ ] = another dose, or the depositor's remark. Unless noted, the call rests on the fitted dose curve; in most records, active means well fitted curve in the direction sought with a large enough effect; inconclusive means small, poorly fitted or top-dose-only effect, or another doubt; inactive means no such curve, though single readings can be large; an effect the other way counts as inactive or inconclusive. Some of the compounds tested, so the mix of outcomes need not match the whole.

SMILES | Abeta rescue | aSyn yeast inh | D3 antag | GLP1R inv ag | TDP43 rescue | GLP-1R agonist | FUS yeast rescue | Akt phos inh | PTHR1 agonist
Cc1cccc(N=Nc2c(N)n[nH]c2N)c1 | -7% | 2% | -9 | 11% | 19% | 18% | -11% | i | i
O=c1oc2ccc3ccccc3c2cc1-c1nnc(Nc2ccc(F)cc2)s1 | -31% | . | . | 7% | 1% | . | 0% | . | -4%
Cc1n[nH]c(=S)n1/N=C/c1c(O)ccc2ccccc12 | 9% | -2% | -9 | 14% | -9% | 1% | -8% | i | -21%
Cc1cccc(OCCCCN2CCNCC2)c1 | 7% | 2% | 4 | ? | -9% | 2% | 11% | i | i
O=C(Nc1oc2ccc(Cl)cc2c(=O)c1-c1ccc(F)cc1)c1ccco1 | 15% | 1% | 10 | 0% | 11% | -2% | -15% | i | -14%
Cc1noc(C)c1S(=O)(=O)Nc1ccc2c(c1)C(=O)N([C@H](C)CO)C[C@H](C)[C@H](CN(C)S(=O)(=O)c1ccc(Cl)cc1)OCCCC[C@@H](C)O2 | 17% | 2% | -25 | ? | 20% | 3% | ? | i | i
COc1ccccc1-c1nc2n(n1)C(c1ccccc1Cl)C(C(=O)Nc1cccnc1)=C(C)N2 (stereo unspecified) | 12% | . | . | -11% | ? | . | -2% | . | i
COc1ccc(-c2nnc(SCc3ccc(C(=O)O)cc3)n2C)cc1OC | -4% | -6% | -17 | 3% | -4% | -1% | 18% | i | -14%
CCN(CC)Cc1c(O)c(Cl)cc2c(C)cc(=O)oc12 | -7% | 2% | 9 | 16% | -5% | 3% | -1% | i | i
Cc1ccc(NC(=O)COC(=O)c2ccco2)cc1S(=O)(=O)N1CCOCC1 | 5% | 0% | 23 | 2% | 10% | -2% | -3% | i | ?
COc1ccc(CNCc2ccc3c(c2)OCO3)cc1Br | -7% | 1% | 8 | -32% | 6% | 14% | -30% | i | i
COc1ccc(C(=O)NCC(=O)NCC(=O)OCC(=O)c2cccs2)cc1 | 9% | 0% | -18 | 4% | 9% | -1% | 7% | i | -6%
O=C(NC1CCCCC1)C(c1ccccc1)N(C(=O)Cc1ccsc1)c1ccccc1 (stereo unspecified) | 3% | -5% | -12 | 13% | -12% | -1% | -20% | i | i
OCCN(CCO)c1ncnc2c1cnn2-c1ccc(F)cc1 | -7% | . | . | 22% | 15% | . | -11% | . | i
O=C(NCC1CCCO1)C1CCC(=O)N1CCc1ccccc1 (stereo unspecified) | 7% | 5% | 4 | -3% | 5% | -6% | -11% | i | i
Cc1ccc(CNC(=O)Cc2c(C(=O)O)c(C)cn2C)cc1 | 0% | . | . | 13% | 24% | . | 0% | . | -7%
COc1ccc(CCNC(=O)Cn2c(=O)c3cccn3c3ccccc32)cc1OC | -13% | . | . | 17% | 0% | . | -1% | . | i
CC(=O)c1cccc(N2C(=NC(=O)C(C)C)SC3CS(=O)(=O)CC32)c1 (stereo unspecified) | 5% | -2% | ? | 8% | -13% | 13% | 45% | i | 13%
COc1ccccc1C(=O)Nc1ccc(OCC(=O)N2CCCCC2C)cc1 (stereo unspecified) | 2% | ? | 17 | 12% | ? | -2% | 4% | i | -16%
CC(=O)C1CCC2C3CCC4=CC(=O)CCC4(C)C3(F)C(O)CC12C (stereo unspecified) | 0% | -11% | 1 | ? | 9% | 0% | . | i | -18%
Clc1ccc(-c2nc(C3CCCCC3)no2)cc1 | -9% | -2% | 5 | 9% | 0% | 6% | 9% | i | -23%
Cc1cc(NC(=O)CSc2nnc(C(F)(F)F)n2C)no1 | -2% | -8% | 2 | 3% | 12% | -44%[inhibitor] | . | i | i
CCCCn1c(=O)nc2n(-c3ccccc3)c3ccccc3cc-2c1=O | -27% | 1% | -7 | -1% | -14% | 8% | 18% | . | i
O=S(=O)(c1ccccc1)c1nc(-c2ccc(Cl)cc2Cl)oc1N1CCCCCC1 | 8% | . | . | 8% | 11% | . | -21% | . | i
O=C1COc2ccc(C(=O)COC(=O)c3ccccn3)cc2N1 | 8% | 0% | 7 | 0% | 6% | -4% | 13% | i | -36%[inhibitor]
O=C1C=CC(=O)c2c(O)c(N3CCN(CCOCCO)CC3)c(Br)c(O)c21 | -37%[inhibitor] | -18% | -95* | ? | -25% | -5% | . | i | -32%
CCOC(=O)c1csc(-c2sccc2Br)n1 | -16% | 15% | -6 | -17% | -3% | 13% | 6% | i | -28%
COc1ccc(OC)c(Nc2ncnc3c2nc2n3CCCC2)c1 | -19% | . | . | 5% | ? | . | 8% | . | i
Cc1cc(OCC(=O)N2CCc3ccccc3C2)c2c(-c3ccccc3)cc(=O)oc2c1 | -14% | 3% | 103 | ? | ? | 0% | ? | i | -15%[57.5 µM]
COc1ccc(N(C)S(=O)(=O)c2cccc(C(=O)Nc3nc(C)c(C(C)=O)s3)c2)cc1 | 17% | -2% | 42 | 4% | 12% | 2% | 0% | i | -38%[inhibitor]
Cc1ncc(CN2CCN(CCc3ccccc3)C(CCO)C2)s1 (stereo unspecified) | 11% | 7% | -10 | 6% | 2% | 0% | 20% | i | i
CC(C)(C)c1ccc(NC(=O)c2ccc3c(c2)S(=O)(=O)c2ccccc2C3=O)cc1 | 1% | -2% | 23 | 28% | 2% | -2% | -18% | i | -52%[inhibitor]
COc1ccc(-c2csc(NNC3=NCCCCC3)n2)cc1 | -15% | -12% | -18 | -7% | 2% | 7% | 42% | i | i
COc1cc2ncc3c(-c4ccccc4)nn(CC(=O)NC4CCCCC4)c3c2cc1OC | -7% | . | . | -3% | 21% | . | -17% | . | i
COc1cc2c(cc1OC)C(C)N(C(=O)Nc1cc(C)cc(C)c1)CC2 (stereo unspecified) | 1% | -1% | 0 | ? | 16% | 17% | -8% | i | i
O=C(/C=C/c1cccnc1)c1ccc([N+](=O)[O-])cc1 | -14% | -2% | -13 | 5% | -2% | 1% | 28% | i | i

Given with two lines to a compound: part of the list above
Fields: Abeta rescue	aSyn yeast inh	D3 antag	GLP1R inv ag	TDP43 rescue	GLP-1R agonist	FUS yeast rescue	Akt phos inh	PTHR1 agonist
O=C1COc2ccc(C(=O)COC(=O)c3ccccn3)cc2N1
  8%	0%	7	0%	6%	-4%	13%	i	-36%[inhibitor]
O=C1C=CC(=O)c2c(O)c(N3CCN(CCOCCO)CC3)c(Br)c(O)c21
  -37%[inhibitor]	-18%	-95*	?	-25%	-5%	.	i	-32%
CCOC(=O)c1csc(-c2sccc2Br)n1
  -16%	15%	-6	-17%	-3%	13%	6%	i	-28%
COc1ccc(OC)c(Nc2ncnc3c2nc2n3CCCC2)c1
  -19%	.	.	5%	?	.	8%	.	i
Cc1cc(OCC(=O)N2CCc3ccccc3C2)c2c(-c3ccccc3)cc(=O)oc2c1
  -14%	3%	103	?	?	0%	?	i	-15%[57.5 µM]

The list goes on.
SMILES | Abeta rescue | aSyn yeast inh | D3 antag | GLP1R inv ag | TDP43 rescue | GLP-1R agonist | FUS yeast rescue | Akt phos inh | PTHR1 agonist
CC(=O)c1cccc(NC(=O)CCCNC(=O)c2ccc(Cl)cc2)c1 | -2% | -2% | -3 | 3% | -9% | 12% | 12% | i | -11%
COc1ccc(N2CCN(c3nc(NCCO)nc(N4CCOCC4)n3)CC2)cc1 | 3% | 17% | -6 | -8% | 26% | 12% | 15% | i | i
COc1ccc(-c2oc3ccc(N4CCOCC4)cc3c2C#CC2(O)CCCCC2)cc1 | 16% | 0% | 90 | 3% | ? | ? | ? | i | -11%
CC1CCCC(NC(=O)COC(=O)c2cc(=O)[nH]c3ccccc23)C1C (stereo unspecified) | 3% | 10%[1.84 µM] | 13 | 15% | -9% | 4% | -5% | i | i
CN(CC(=O)Nc1ccccc1C(F)(F)F)Cc1c(O)ccc2ccccc12 | -15% | 21% | 0 | ? | 23% | 7% | 24% | i | i
Cc1ccc(S(=O)(=O)c2cn(C)c3cc(N4CCOCC4)c(F)cc3c2=O)cc1 | 14% | -2% | 3 | 11% | 5% | 4% | 16% | i | 0%
O=C(c1ccc(NC(=S)NCc2ccco2)cc1)N1CCOCC1 | -15% | -8% | -20 | 11% | -5% | -3% | -14% | i | 7%
CC1(C)Cc2cccc(OCC(=O)Nc3ccccc3C(F)(F)F)c2O1 | 2% | 17% | 7 | ? | 12% | -2% | 24% | i | -31%[inhibitor]
CC(c1ccccc1)C1NC(C(=O)O)CS1 (stereo unspecified) | -9% | 0% | -11 | 1% | -4% | -29% | 0% | . | i
CC(C)c1ccc(NC(=O)CCS(=O)(=O)c2ccc3c(c2)CC(=O)N3C)cc1 | -16% | . | . | 9% | 17% | . | 21% | . | i
O=C(NCCCN1CCN(Cc2ccccc2)CC1)c1nnc(Cc2c(F)cccc2Cl)o1 | 5% | 4% | -16 | ? | 0% | 1% | 13% | i | i
CC(C)C(=O)Nc1ncc(C(F)(F)F)cc1Cl | -6% | -11% | -2 | 3% | 3% | 2% | 7% | i | -17%
